Assay outcomes deposited in PubChem BioAssay by several laboratories.
IDE act: IDE (human) activation, cell-based. AID 493087. 340,000 compounds, 0.073% hits. HEK cells, FAbeta-B cleavage, fluorescence polarization; 0% vehicle, 100% cell-free pure enzyme wells. P14735. activation, % at 5.96 µM;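 active means activation above the mean of all tested compounds plus 3 SD, set per screening campaign, cut at about 17% in these data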
IDE cell inh: cellular human IDE inhibition; 320,000 compounds, 0.41% hits; inhibition, % at 5.59 µM; P14735; HEK cells, FAbetaB cleavage, fluorescence polarization; AID 434962;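 active means percent inhibition above the average of all tested compounds plus 3 SD, set per screening campaign, cut at about 16% in these data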;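 further: IDE supplied by intact live HEK cells; FP after avidin binding of uncleaved biotin substrate so inhibition keeps polarization high; 0% = DMSO wells and 100% = 60 µM reference IDE inhibitor Ii1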
CRFR2-BP antag: CRF-BP/CRF-R2 complex antagonism | inhibition, % at 11.8 µM | 350,000 compounds, 0.59% hits | HEK293 CRF-R2/CRF-BP, CRF-induced calcium fluorescence;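 active means inhibition of the ligand-induced calcium signal above about 50% at the single tested concentration, limit read from the data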
HCV NS3 hel inh: HCV NS3 helicase inhibition. 290,000 compounds, 0.56% hits. inhibition, % at 10.9 µM. NS3 helicase DNA unwinding, Cy5 molecular beacon fluorescence;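 active means inhibition above the mean of all tested compounds plus 3 SD, set per campaign, cut at about 35% in these data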;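 further: 0% = DMSO wells and 100% = thioflavine S control wells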
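assay system = NS3 helicase fragment of HCV | buffer or medium = MOPS pH 6.5, MgCl2, DTT, Tween20, BSA | timing = 60 min unwinding reaction at 25 °C after ATP addition | signal = Cy5 beacon fluorescence read at start and 1 h | read-out basis = % inhibition of unwinding | control set = low DMSO, high thioflavine S at 110 µM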
UBC9 SUMO inh: SUMOylation inhibition; P63279; HTRF SUMOylation assay, SAE1/SAE2 + UBC9, in vitro; inhibition, % at 35 µM; 290,000 compounds, 0.36% hits; AID 2006; in the data active means inhibition above about 50%, passing the limit was not always enough; further: strong numbers were not always called active
Target sequence (P63279 whole entry, looked up): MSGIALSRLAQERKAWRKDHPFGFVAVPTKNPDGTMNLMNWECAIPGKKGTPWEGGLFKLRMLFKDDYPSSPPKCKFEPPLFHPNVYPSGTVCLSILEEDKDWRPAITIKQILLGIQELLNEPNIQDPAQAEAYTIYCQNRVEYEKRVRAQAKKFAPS
VIM-2 inh: blocks Pseudomonas aeruginosa VIM-2 metallo-beta-lactamase | purified VIM-2, nitrocefin hydrolysis, epi-absorbance fluorescence | inhibition, % at 5.6 µM | 290,000 compounds, 0.89% hits;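 active means inhibition above the mean of all tested compounds plus 3 SD, cutoff set per screening run, cut at about 7.5% in these data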;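 further: red hydrolysis product quenches plate fluorescence so inhibitors raise well fluorescence; 0% = enzyme with DMSO and 100% = DMSO without enzyme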
pCIP destab: lowers stability of the mouse p/CIP coactivator protein | F442A p/CIP-EGFP cells, EGFP fluorescence, 16 h | Q05BA5 | decrease of EGFP signal, % at 10 µM | 290,000 compounds, 0.01% hits;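 active means EGFP signal decrease of at least 30% at 10 µM or well 3 SD below plate mean, unless failing retest; inactive means the rest, including hits failing retest or dose response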; further: some compounds called inactive have numbers as strong as hits; many of its hits are not listed in these tables
GalR3 antag: antagonists of human GalR3 | HEK293 GalR3-CNG cAMP membrane potential fluorescence; galR3 body fused to GalR1 C-terminus | inhibition, % at 3 µM | 360,000 compounds, 0.44% hits | AID 651719;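 active means inhibition above the screen-wide average plus 3 SD, cut at about 13% in these data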;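 further: forskolin and galanin both at EC90 stimulate the cells; cAMP rise reported by CNG channel membrane potential dye signal; 0% = forskolin plus galanin with DMSO and 100% = forskolin alone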
Target sequence (O60755 1-299 limits assumed): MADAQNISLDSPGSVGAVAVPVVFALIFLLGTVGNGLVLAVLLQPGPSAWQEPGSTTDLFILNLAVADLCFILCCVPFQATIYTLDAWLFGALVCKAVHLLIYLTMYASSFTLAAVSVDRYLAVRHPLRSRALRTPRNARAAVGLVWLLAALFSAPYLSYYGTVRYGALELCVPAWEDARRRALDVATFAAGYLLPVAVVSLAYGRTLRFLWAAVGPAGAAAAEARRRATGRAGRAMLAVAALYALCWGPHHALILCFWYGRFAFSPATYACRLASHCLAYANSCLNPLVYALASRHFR
IMP-1 inhibitor: blocks Pseudomonas aeruginosa IMP-1 metallo-beta-lactamase; purified IMP-1, nitrocefin hydrolysis, epi-absorbance fluorescence; inhibition, % at 5.6 µM; 290,000 compounds, 0.45% hits;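 active means inhibition above the mean plus 3 SD of all compounds in the same screening run, cut at about 4.5% in these data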;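 further: 0% = IMP-1 with DMSO and 100% = DMSO wells lacking enzyme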
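assay system = purified recombinant IMP-1 metallo-beta-lactamase enzyme | schedule = 15 min preincubation plus 25 min reaction at 25 °C | signal = Epi-absorbance fluorescence, 480 nm excitation, 530 nm emission | read-out basis = percent inhibition from optical density relative to buffer-blank wells | controls = IMP-1 with DMSO as 0%, enzyme-free DMSO as 100%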
* = called active by the depositor; . = no result given.

SMILES | IDE act | IDE cell inh | CRFR2-BP antag | HCV NS3 hel inh | UBC9 SUMO inh | VIM-2 inh | pCIP destab | GalR3 antag | IMP-1 inhibitor
COc1cccc(C(C(=O)NCC2CCCO2)N(C(=O)Cn2nnc3ccccc32)c2ccccc2C(C)=O)c1OC (stereo unspecified) | 6 | 4 | 4 | -2 | -6 | 0.1 | 9 | -6 | -0.7
COc1ccc(CNC(=S)N2CCN(S(=O)(=O)c3cccc(F)c3)CC2)cc1 | 1 | -2 | -17 | -14 | -18 | -2.2 | 8 | 1 | -0.7
Cc1ccc(NC(=O)COC(=O)C2CC3C=CC2C3)cc1S(=O)(=O)N1CCCCC1 (stereo unspecified) | 0 | 5 | -47 | 62* | -6 | -1.2 | -7 | -2 | -0.1
Cc1nc2ccccc2c(C)c1C(=O)c1ccccc1 | 0 | 4 | 3 | 4 | 10 | -1.4 | -17 | -3 | -1.1
Cc1ccc2nc(SCC(=O)c3c(C)[nH]c4ccccc34)[nH]c2c1 | -5 | 1 | -44 | -7 | 4 | -2.0 | -10 | -3 | -3.0
CCC(CO)NC1=CC(=O)CCC1 (stereo unspecified) | 0 | 2 | -1 | 5 | 3 | -3.6 | 2 | -6 | -2.8
COc1ccc(C(=O)Nc2cc(C)on2)cc1 | 5 | 0 | -7 | -5 | 16 | 2.1 | 1 | -1 | 1.0
Cc1nn2c(NCCCN3CCOCC3)c3c(nc2c1-c1ccccc1)CCC3 | 0 | 3 | -23 | -9 | 10 | 4.2 | -1 | 4 | -3.3
Brc1ccccc1OCCOc1cccc2cccnc12 | 7 | -2 | -10 | -11 | -19 | -0.9 | 3 | -1 | -4.3
COCCn1c(C)cc(/C=C2/NC(=O)N(c3cccc(Cl)c3)C2=O)c1C | -6 | -2 | -5 | 2 | 14 | -0.6 | -8 | -2 | -1.6
CCOC(=O)N1CCN(C(=O)CCc2ccc(S(=O)(=O)NC(C)(C)C)cc2)CC1 | 0 | . | -18 | 2 | -4 | 0.1 | -4 | -13 | 0.6
O=C(NCC(c1cccnc1)N1CCOCC1)c1ccco1 (stereo unspecified) | 0 | -5 | 7 | 4 | -8 | -2.0 | -3 | -4 | 0.5
COc1cccc(C(C(=O)NCC2CCCO2)N(CC2CCCO2)C(=O)CN2C(=O)c3ccccc3S2(=O)=O)c1 (stereo unspecified) | 0 | 4 | 7 | 3 | 20 | -2.5 | -1 | -2 | -0.7
O=C(Cn1cnc2c(nnn2-c2ccc(F)cc2)c1=O)N1CCCc2ccccc21 | -4 | 9 | -3 | -11 | 32 | 1.6 | -25 | -4 | -1.0
Cc1cccc(NC(=S)N2CCCCC2c2cccnc2)c1C (stereo unspecified) | -2 | -5 | -6 | -2 | 20 | 1.1 | -8 | -5 | -0.2
CC(=O)Nc1ccc(C(=O)OCC(=O)NC2CCCCCCC2)cc1 | -4 | 3 | 9 | -8 | 1 | -3.4 | 4 | -4 | -2.3
O=[N+]([O-])c1cccc(-c2nc3ccccc3s/c2=N/O)c1 | -4 | -1 | 1 | 6 | -14 | -0.2 | 6 | -13 | -1.2
CN(C)c1ccc(C(=O)Nc2cc(C(F)(F)F)ccc2-n2cncn2)cc1 | -3 | 6 | -19 | 6 | 12 | -2.0 | 18 | 0 | -0.3
Cc1ccc(NS(=O)(=O)c2c(C(=O)N3CCCCCC3)c(C)n(C)c2C)c(C)c1 | 3 | -3 | -16 | 4 | 14 | -0.4 | -1 | -9 | -2.1
O=C(O)COn1c(-c2ccccc2)nc2ccc(Cl)cc21 | 4 | -1 | 6 | -12 | 7 | -1.6 | -10 | -6 | -1.7
NC(=O)c1ccc(C(F)(F)F)n(Cc2ccc(F)c(F)c2)c1=O | 0 | 7 | -24 | -25 | -4 | -1.3 | -11 | -2 | -3.4
CCOc1ccc(-c2csc(NC(=O)C3CCCO3)n2)cc1 (stereo unspecified) | -2 | 2 | -2 | -14 | 3 | -1.6 | -1 | -5 | 0.3
O=C(CSc1nc2ccccc2s1)Nc1ccc(C(=O)O)cc1 | 7 | 8 | 7 | -7 | 2 | -4.3 | -3 | -6 | -4.4
CCCC(=O)Nc1cccc(NC(=O)CN2CCN(c3ccccc3OC)CC2)c1 | 3 | . | -4 | -4 | 22 | -2.7 | -6 | -4 | -3.2
Cc1ccc(-c2ccc(/C=N/NC(=O)Cc3nnc(N)s3)o2)cc1Cl | -9 | 1 | -6 | -9 | 23 | -1.7 | -7 | -2 | -2.6
Cc1c(CC(=O)O)c(=O)oc2c(C)c(OCc3ccc(F)cc3Cl)ccc12 | -1 | 1 | 4 | 1 | . | -1.9 | -1 | -9 | 20*
CCCCNC(=O)c1c(O)c2cccc3c2n(c1=O)CCC3 | 8 | 1 | -1 | -1 | 8 | -3.0 | -2 | 0 | -2.7
COc1ccc(C(NC(=O)CNC(C)=O)C(=O)Nc2ccc3c(c2)OCCO3)cc1 (stereo unspecified) | 2 | -3 | -13 | 3 | 26 | -3.9 | -5 | -2 | -3.4
c1ccc(OCc2nc3ccccc3s2)cc1 | 6 | -3 | -12 | 7 | -4 | -2.5 | 5 | -3 | -4.9
COc1ccc(OCCn2c(N)nc3ccccc32)cc1 | -1 | 0 | 9 | -30 | 7 | -2.5 | -7 | -10 | -4.7
O=C(N[C@@H](Cc1ccccc1)C(=O)OCc1ccccc1)c1nc[nH]c1C(=O)N[C@@H](Cc1ccccc1)C(=O)OCc1ccccc1 | 6 | 0 | -5 | -34 | -21 | -1.9 | 0 | 0 | -3.1
CC1CCCC(NC(=O)C2CCN(S(=O)(=O)c3cnc[nH]3)CC2)C1C (stereo unspecified) | 6 | -4 | 24 | 3 | -2 | -3.2 | 3 | -7 | -4.0
O=C(Nc1cccc(F)c1)N1CCN(C/C=C/c2ccccc2)CC1 | 2 | -1 | 0 | -11 | 3 | -3.5 | -9 | -4 | -1.7
COc1ccc(Oc2cc(C)nc(Cl)n2)nn1 | 4 | 0 | 12 | 0 | -9 | -1.4 | 18 | -5 | 0.0
COc1cc2c(cc1O)CCN(C(=O)CSc1nncn1C)[C@@H]2C | -2 | 1 | 9 | . | . | . | . | 3 | .
Cc1ccccc1NC(=O)NC1(C(=O)N2CCC(C(N)=O)CC2)CCCCC1 | 2 | 0 | 4 | -3 | -2 | -1.6 | 3 | -6 | -4.2
O=C(CCS(=O)(=O)c1cccc2nsnc12)N1CC(=O)N(CCc2ccccc2)C(=O)C1 | 8 | -7 | -22 | -3 | 7 | -2.9 | -11 | -6 | -1.9
Cc1cc(-n2c(SCC(=O)NCCC3=CCCCC3)nc3n[nH]c(C)c3c2=N)ccc1Cl | 4 | 4 | -5 | 0 | 10 | -5.0 | -11 | -9 | -2.4
c1cc2c(cc1-c1[nH]ncc1CN1CC3C[C@@H]4CC1C[C@H](C3)C4)OCO2 | -1 | -3 | -6 | -2 | -3 | -2.6 | 4 | -3 | 0.6
O=C(CCC(=O)NNC(=S)Nc1ccccc1)NCc1ccccc1 | 10 | 1 | -16 | -3 | -2 | 0.1 | -5 | -5 | -1.8
Cc1c(C(=O)NCc2ccc3c(c2)OCO3)oc2ccc(S(=O)(=O)N3CCC(C)CC3)cc12 | 1 | -9 | -10 | -10 | -8 | -2.9 | -19 | . | -0.3
CCOc1cc2[nH]c(=O)n(CCCCC(=O)NC3CCCCCC3)c(=O)c2cc1OCC | 5 | -4 | 1 | 7 | 26 | -1.8 | -10 | -4 | -3.2
O=C(NCC1CCCO1)c1cnn2c(C(F)F)cc(C3CC3)nc12 (stereo unspecified) | -4 | . | 5 | 3 | 10 | 3.1 | -18 | -4 | -4.3
COc1cc(OC)c(OC)cc1/C=N/n1c(C)nnc1C | -5 | 2 | -7 | 11 | 3 | -0.8 | -5 | -1 | -4.5
O=C(c1ccco1)N1CCN(CCOc2ccc(F)cc2)CC1 | 5 | 7 | -3 | 8 | 12 | -1.2 | -1 | . | 0.1

Three compounds already listed, sorted by their value in IDE act, ascending:
smiles	IDE act
O=C(Nc1cccc(F)c1)N1CCN(C/C=C/c2ccccc2)CC1	2
CCOc1cc2[nH]c(=O)n(CCCCC(=O)NC3CCCCCC3)c(=O)c2cc1OCC	5
O=C(CCS(=O)(=O)c1cccc2nsnc12)N1CC(=O)N(CCc2ccccc2)C(=O)C1	8

More structures:
SMILES | IDE act | IDE cell inh | CRFR2-BP antag | HCV NS3 hel inh | UBC9 SUMO inh | VIM-2 inh | pCIP destab | GalR3 antag | IMP-1 inhibitor
Cc1ccc(NC(=O)c2cccc(S(=O)(=O)N3CCN(C)CC3)c2)cc1F | 2 | 6 | -14 | -19 | -18 | -4.3 | -16 | -8 | -0.7
CC(C)(C)N(Cc1ccccc1)C(=O)c1cccs1 | -3 | 3 | 22 | 4 | -4 | 0.5 | -14 | -9 | -6.3
Cn1c(-c2c(N)n(C3CCCC3)c3nc4ccccc4nc23)nc2ccccc21 | -1 | -3 | -71 | 4 | 24 | -3.5 | -10 | -5 | -2.8
O=S(=O)(c1ccc(Cl)cc1)N1c2ccccc2Oc2nc3ccccc3nc21 | 2 | 3 | -17 | 0 | -2 | -4.4 | -29 | 0 | -5.6
CCOC(=O)C1CCN(S(=O)(=O)c2ccc(CC)cc2)CC1 | -4 | 0 | 31 | -1 | -5 | -0.4 | 2 | -13 | -0.1
CCOC(=O)c1[nH]c2ccccc2c1NC(=O)NC(C)C | 7 | 12 | 10 | 5 | 30 | 0.8 | 2 | -6 | 0.2
O=C(CSc1nc2[nH]ncc2c(=O)[nH]1)c1ccccc1 | 6 | 5 | -10 | -5 | 5 | 0.1 | -5 | -1 | -4.5
CCOC(=O)CN1C(=O)CN(c2ccc(C)cc2)C1=O | -3 | 3 | 11 | -1 | 5 | -2.4 | 4 | -6 | -4.7
CCCn1nc(C(=O)Nc2ccc(S(=O)(=O)Nc3nccs3)cc2)c2ccccc2c1=O | 3 | 7 | -10 | -4 | 5 | -1.1 | -4 | -2 | -2.5
COc1cc(OC)cc(C(=O)Nc2ccc(S(=O)(=O)Nc3ncccn3)cc2)c1 | 4 | -4 | -19 | 7 | 16 | -2.1 | 6 | 2 | -3.2
COc1ccc(N(C(=O)Cn2nnc(-c3ccc(F)cc3)n2)C(C)C(=O)NC2CCCC2)cc1OC (stereo unspecified) | -2 | 7 | 2 | 6 | 0 | 1.2 | 2 | -6 | 0.1
COc1ccc2cc(CN(Cc3ccco3)Cc3nnnn3C3CCCCC3)c(=O)[nH]c2c1 | 0 | 1 | -31 | 5 | -27 | -1.1 | -9 | -6 | -0.6
CS(C)(=O)=NS(=O)(=O)c1ccc(Cl)cc1 | 1 | 3 | -11 | 3 | 12 | -2.9 | -8 | -3 | -5.1

As a short view, two of the compounds above.
SMILES | IDE act | IDE cell inh | CRFR2-BP antag | HCV NS3 hel inh | UBC9 SUMO inh | VIM-2 inh | pCIP destab | GalR3 antag | IMP-1 inhibitor
COc1ccc2cc(CN(Cc3ccco3)Cc3nnnn3C3CCCCC3)c(=O)[nH]c2c1 | 0 | 1 | -31 | 5 | -27 | -1.1 | -9 | -6 | -0.6
CS(C)(=O)=NS(=O)(=O)c1ccc(Cl)cc1 | 1 | 3 | -11 | 3 | 12 | -2.9 | -8 | -3 | -5.1
